# KKLEB cytotox – cytotoxicity in KKLEB CF airway cells, primary screen, cytotoxicity control for CF NF-kB inhibitor project, cell-based, uHTS, fluorescence assay plates | KKLEB CF airway cells viability, ATPlite luminescence, overnight; stronger effect = lower value; cells stimulated with P. aeruginosa culture filtrate | 0.36% of 360,000 active | activity change (cytotoxicity), % at 5 µM;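 active means corrected activity change at or below -50% at 5 µM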
# SRC1 inh – SRC1 coactivator transcriptional activity inhibitors, primary screen, cell-based, luminescence; inhibition, % at 3.6 µM; AID 588354, 2011; Nuclear receptor coactivator 1 (Homo sapiens), Q15788; 0.12% of 360,000 active; HEK293 GAL4-SRC1 luciferase reporter;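 active means inhibition above the campaign mean plus 3 SD, with each screening campaign given its own cutoff, cut at about 60% in these data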;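 further: 0% = DMSO treated cells and 100% = gossypol at 36 µM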
# NCOA3 inh – SRC3 coactivator transcriptional activity inhibitors, primary screen, cell-based, luminescence; AID 588352, 2011; inhibition, % at 3.6 µM; 0.17% of 360,000 active; HEK293 GAL4-SRC3 luciferase reporter;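 active means inhibition above a per-campaign cutoff, the mean of all compounds plus 3 SD, cut at about 60% in these data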;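 further: 0% = DMSO-treated cells and 100% = gossypol-treated cells at 36 µM; higher means less SRC3-driven luciferase light from the GAL4 reporter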
# LMP1 NFkB inh – EBV LMP1-driven NF-kappaB luciferase reporter inhibitors, primary screen, cell-based, luminescence, single point. LMP1-induced NF-kappaB luciferase reporter cells. inhibition, % at 12.5 µM. 0.69% of 350,000 active. AID 504558, 2011; in the data active means inhibition above about 41%; inconclusive means no clear call, values can overlap the other calls;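 further: 0% = neutral control wells and 100% = reference inhibitor control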
# C8 TRAIL sens – viability loss with TRAIL in NB7+C8 cells, primary screen, TRAIL sensitizer project, cell-based, ATPlite luminescence; inhibition (viability loss, TRAIL sensitization), % at 10 µM; 1% of 360,000 active; AID 624354, 2012;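 active means compounds causing at least 50% loss of cell viability in the single-dose screen, relative to plate controls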
# LRH-1 inv ag – LRH-1 (NR5A2) inverse agonists, primary screen, cell-based, luminescence, HEK293T, StAR-luciferase reporter; Nuclear receptor subfamily 5 group A member 2 (Homo sapiens), O00482; LRH-1 transfected, 24 h; inhibition, % at 3.6 µM; 0.13% of 360,000 active; AID 602396, 2012;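 active means inhibition above the mean inhibition of all tested compounds plus 3 SD, cut at about 73% in these data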;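 further: 0% = DMSO wells and 100% = reporter-only cells lacking LRH-1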
# TWEAK-Fn14 inh – inhibitors of TWEAK-Fn14 signaling, primary screen, luciferase reporter cells, uHTS; TWEAK-stimulated Fn14 reporter cells, luciferase luminescence, 8 h; inhibition, % at 10 µM; 2% of 360,000 active; AID 1159606, 2016; in the data active means inhibition above about 50%
# NCOA2 inhibitor – inhibition of GAL4-SRC2 driven luciferase reporter, primary screen, SRC2 inhibitor project, cell-based, luminescence; Nuclear receptor coactivator 2 (Homo sapiens), Q15596; HEK293 GAL4-SRC2 luciferase reporter; inhibition, % at 9 µM; 0.17% of 370,000 active; AID 651957, 2012;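 active means inhibition above the mean inhibition of all tested compounds plus 3 SD, set per campaign, cut at about 52% in these data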;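 further: 0% = DMSO treated cells and 100% = cells given Gossypol at 36 µM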
# TROY signal inh – inhibitors of TROY-driven NF-kB signaling, primary screen, Q293 LMP1-TROYcd cells, NF-kB luciferase, uHTS; inhibition, % at 10 µM; 0.98% of 360,000 active; Q293 LMP1-TROYcd NF-kB luciferase reporter, 4 h;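 active means compounds whose plate-normalised and pattern-corrected inhibition of the luciferase reporter signal at the single screening dose is 50% or more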
# COUP-TFII inh – NR2F2 transcriptional activity inhibitors, primary screen, cell-based, luciferase reporter, HEK293T, luminescence; HEK293T NGFI-A luciferase reporter; inhibition, % at 8.6 µM; 0.7% of 370,000 active; AID 686940, 2013;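 active means inhibition above a per-plate cutoff, mean inhibition of test wells between control levels plus 3 SD, cut at about 38% in these data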;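 further: cells cotransfected with COUP-TFII expression vector driving the NGFI-A reporter; 0% = median of COUP-TF2 test wells and 100% = reporter-only cells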
# CF NFkB inh – inhibitors of PAF-induced NF-kB signaling, primary screen, cell-based, GFP fluorescence, uHTS; KKLEB NF-kB-GFP reporter, GFP fluorescence overnight; inhibition, % at 5 µM; 0.86% of 360,000 active;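 active means at least 50% inhibition at 5 µM, scaled per plate between neutral and stimulator controls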;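 further: PAF is a Pseudomonas aeruginosa culture filtrate used as stimulus; plate controls were PAF-stimulated DMSO wells for no effect and unstimulated DMSO wells for full effect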
# * = called active by the depositor; ? = inconclusive; nt = no result given. No enrichment for hits (roughly 4.2% active in at least one column).
SMILES	KKLEB cytotox	NCOA3 inh	COUP-TFII inh	CF NFkB inh	TROY signal inh	TWEAK-Fn14 inh	C8 TRAIL sens	SRC1 inh	LMP1 NFkB inh	LRH-1 inv ag	NCOA2 inhibitor
COc1ccccc1NC(=O)N(C)C[C@@H]1OCc2cnnn2CCCC(=O)N([C@@H](C)CO)C[C@H]1C	4	6	-17	0	-4	18	1	4	1	-13	17
CCN(CC)CC#CCOC(=O)C(O)(c1ccccc1)C1CCCCC1 (configuration not stated)	24	12	19	-22	4	23	10	-3	-2	4	30
O=C(CSc1nnc(-c2ccccn2)n1-c1ccc(Cl)cc1)Nc1ccc2c(c1)OCO2	8	13	-9	-5	6	10	2	10	3	7	-12
O=C(c1ccccc1)c1cn[nH]c1-c1ccccc1O	-16	-2	-3	2	nt	7	-1	-10	1	-10	-26
CCOC(=O)C(Cc1ccccc1)C(=O)c1ccco1 (configuration not stated)	6	-12	9	-8	0	3	1	-15	-6	-6	4
CC1CCCN(S(=O)(=O)c2cccc3nonc23)C1 (configuration not stated)	0	3	13	2	-15	-3	-35	1	-21	-1	-29
Cc1[nH]n(-c2ccc(Cl)c(Cl)c2)c(=O)c1CCO	5	0	8	8	-27	-12	1	14	-15	-3	-6
O=C1CC(c2ccccc2)N1c1ccccc1 (configuration not stated)	-7	3	13	7	1	-6	-9	5	-11	14	-1
O=C(COC(=O)c1cccc(S(=O)(=O)N2CCc3ccccc32)c1)NCc1ccco1	-12	19	5	-6	24	24	6	-2	-4	6	21
Cc1cc(C(=O)N2CCC(Cc3ccccc3)CC2)c(C)o1	-2	-9	8	22	-17	-5	-5	9	11	-18	26
Clc1ncc(CN2CCN(c3ccccc3)CC2)s1	-11	14	-10	-24	8	-8	20	-9	-11	11	2
O=C(O)CCNS(=O)(=O)c1ccc(Oc2ccccc2)cc1	-14	22	9	-7	-2	3	19	2	-14	14	-4
Cc1onc(-c2ccccc2Cl)c1C(=O)N(Cc1ccccc1)C(C)C	9	15	-6	-1	3	10	0	24	-12	-3	7
CCOC(=O)C1=NN(C(=O)c2ccccc2)C(O)(c2ccc(C)cc2)C1 (configuration not stated)	-20	-12	-10	20	-26	-7	-1	-11	6	-47	-48
O=C(NCC1CCCO1)C(c1ccncc1)N(Cc1cccs1)C(=O)CN1C(=O)c2ccccc2S1(=O)=O (configuration not stated)	-16	4	15	6	-21	6	1	-11	-4	5	7
CCCCNC(=O)c1nc(C2CCN(S(=O)(=O)c3ccccc3)CC2)oc1-c1cccc(C(F)(F)F)c1	17	2	-1	-11	3	4	-16	12	nt	18	-11

# Profiles as entered above. Values in the order: KKLEB cytotox, NCOA3 inh, COUP-TFII inh, CF NFkB inh, TROY signal inh, TWEAK-Fn14 inh, C8 TRAIL sens, SRC1 inh, LMP1 NFkB inh, LRH-1 inv ag, NCOA2 inhibitor
# Entry for O=C(O)CCNS(=O)(=O)c1ccc(Oc2ccccc2)cc1 → -14, 22, 9, -7, -2, 3, 19, 2, -14, 14, -4
# Entry for Clc1ncc(CN2CCN(c3ccccc3)CC2)s1 → -11, 14, -10, -24, 8, -8, 20, -9, -11, 11, 2

# Further records follow.
SMILES	KKLEB cytotox	NCOA3 inh	COUP-TFII inh	CF NFkB inh	TROY signal inh	TWEAK-Fn14 inh	C8 TRAIL sens	SRC1 inh	LMP1 NFkB inh	LRH-1 inv ag	NCOA2 inhibitor
O=C1N2CCSC2=NC1(NS(=O)(=O)c1ccccc1)C(F)(F)F (configuration not stated)	3	12	8	2	7	2	-4	6	-7	2	1
C[C@H]1CN([C@@H](C)CO)C(=O)CCCn2nncc2CO[C@H]1CN(C)S(=O)(=O)c1ccccc1	4	10	-2	1	-3	3	-7	-5	-1	10	-29
CC(C)Oc1ccc(CCC(=O)NNC(=O)c2ccccc2C(=O)O)cc1	-2	-7	4	-16	-7	11	7	-12	-2	13	-25
COc1ccc(NC(=O)CSc2nnc(C3CCCCC3)n2N)c(OC)c1	-10	-11	5	15	-16	10	13	-25	-13	-8	-18
CC1CCN(C(=O)CSc2nc(C3CC3)nc3ccccc23)CC1	-11	4	2	18	18	35	12	-14	13	-13	17
NS(=O)(=O)c1ccc(CCNC(=O)CCCn2c(=O)[nH]c3ccc(Br)cc3c2=O)cc1	9	-2	12	0	-2	-3	-2	-1	4	-5	8
COC(=O)c1scc(C)c1NC(=O)C1CCCCC1	2	-9	-5	1	-3	9	-10	-1	1	-6	5
COc1ccc(N2C(=O)N3[C@@H]4c5ccccc5OC[C@@H]4[C@@H](c4ccccc4)[C@@]3(C)C2=O)cc1	16	7	7	-2	-16	-7	3	-12	-4	7	11
CCN(C(=O)c1ccc(S(=O)(=O)N2CCCC2)cc1)C1CCS(=O)(=O)C1 (configuration not stated)	-7	-8	2	-1	-14	-6	-10	0	-1	6	-17
CCC(C)C(NS(=O)(=O)c1ccc(C)cc1)C(=O)N1CCOCCOCCOCC1 (configuration not stated)	-6	-4	12	-3	15	8	-12	14	-5	-18	15
CC(=O)N1CC=CC1(CC(C)C)C(=O)NCCc1c[nH]c2ccccc12 (configuration not stated)	-15	-25	-2	-2	-34	-15	3	-4	-6	13	-9
O=C(Nc1ccc2c(c1)OCCO2)c1cc2sccc2n1Cc1ccc(F)cc1	3	-47	5	4	7	49	10	-33	-26	-37	7
COC(=O)c1cc(OC)c(OC)cc1NC(=O)CCCCCN1C(=O)CCC1=O	-2	-8	-1	-6	-25	-14	2	-30	2	-8	-24
O=C(NCc1ccc(Cl)cc1)c1cc([N+](=O)[O-])ccc1Cl	-11	12	-12	-5	-3	7	-8	10	3	8	-22
CCCC(=O)Nc1ccc2nc(SCC(=O)Nc3ccc(N4CCOCC4)c(Cl)c3)sc2c1	-2	-46	-8	-15	36	49	45	-50	-10	-29	-8
N#Cc1ccc(NC(=O)N2CCC(c3nc4c(nnn4Cc4cccc(Cl)c4)c(=O)[nH]3)CC2)cc1	-2	4	-5	-2	-7	-6	-1	-22	-3	1	11
Cc1ccc(CNC(=O)c2ccc(CS(=O)(=O)c3ccccc3)o2)cc1	6	7	4	-13	2	-6	0	6	-2	-3	8
Cc1nn(CCCC(=O)O)c(C)c1[N+](=O)[O-]	-2	2	13	-13	-10	-17	-4	-7	1	7	20
O=S1(=O)N=C(c2ccccc2)c2ccccc21	4	9	5	4	-7	-10	-8	-10	2	-8	-51
COc1ccc(C(CNC(=O)CSc2ccc(Br)cc2C)N2CCOCC2)cc1 (configuration not stated)	-9	19	9	19	-26	2	13	-10	-12	8	6
CCOC(=O)c1cnc(SC)nc1Oc1cccc(NS(=O)(=O)c2ccc(F)cc2)c1	5	-22	11	-9	-7	27	-2	-2	-4	14	-13
O=C(Nc1cccc(-c2nc3ccccc3s2)c1)C1=COCCO1	-7	-17	-20	-22	-45	-28	5	-25	-5	-48	-14
OC[C@@H]1CN(C2CCCC2)C[C@H](n2cnc3c(NC4CCC4)ncnc32)O1	-15	-7	-25	6	-15	-31	10	-4	nt	11	-14
O=[N+]([O-])c1ccc2c(c1N1CCCCC1)=NC1(CCCCC1)[N+]=2[O-]	-4	1	17	-3	0	-3	-2	-19	-1	-5	-30
COc1ccc(OCCSc2n[nH]c(N)n2)cc1	1	4	1	3	-15	-6	13	-29	1	-14	-13
Cc1cc(C)n(C(=O)COc2ccccc2[N+](=O)[O-])n1	8	1	-3	3	-7	3	-14	-6	2	4	-6
Clc1ccc(NC2=NCCC2)cc1Cl	12	18	-4	-12	-4	-1	9	-5	-5	16	6
Cc1ccc(NC(=S)Nc2cccc3cnccc23)cc1	-5	-3	-29	16	9	16	3	-19	2	-10	18
CN(C)CCNC(=O)c1cccc2[nH]c(-c3ccncc3)nc12	20	21	0	-50	-22	-32	-6	23	-10	7	-145
O=C(CCC(=O)OCC(F)(F)C(F)F)Nc1ccc(F)cc1F	-12	7	8	-8	-9	-1	4	-21	-2	17	13
CCOC(=O)CCP(=O)(O)C(C)(O)c1ccccc1 (configuration not stated)	4	8	-7	12	1	-1	1	-13	-6	2	-21
CCc1ccc(NC(=S)NCc2cccnc2)cc1	-4	12	3	-5	9	-9	2	-24	-3	9	8
O=C1Cc2ccccc2Sc2ccccc21	-2	2	7	-5	-34	0	-18	-16	6	-9	-12
Cc1cc(C(=O)COc2cccnc2[N+](=O)[O-])c(C)n1-c1ccccc1F	1	23	48*	-18	-12	29	11	22	?	4	51
CCOC(=O)N1CCC(NC(=O)c2cccc3c2C(=O)N(CCOC)C3)CC1	1	-5	-6	-18	-1	-11	1	-15	4	-5	-26
CCc1ccc(OCCOCC(O)CNC(C)(C)C)cc1 (configuration not stated)	2	10	-3	9	10	15	-7	-8	-5	0	8
Cc1cc(C)cc(NC(=S)NCc2cccnc2)c1	-6	11	3	11	4	-13	-10	-5	-3	15	-6
CCOc1ccc(NS(=O)(=O)c2cc(C(=O)N3CCC3)ccc2Cl)cc1	-11	18	6	1	9	-14	2	4	6	7	-9
O=C(COc1ccccc1)Nc1nc(-c2cccnc2)cs1	-1	-23	6	15	1	18	-9	4	-4	-16	-3
Cc1ccc(-c2noc(C3CCCN(C(=O)C4CCCCC4)C3)n2)o1 (configuration not stated)	9	-30	-20	6	-14	-13	5	-14	3	-5	-22
CC(=O)Nc1ccc(S(=O)(=O)NCC(=O)OCC(=O)c2ccc[nH]2)cc1	18	18	-12	-18	-13	-7	5	-19	-11	5	1
COc1cnc(-c2ccccn2)nc1Oc1ccc(Cl)c2ccccc12	-27	3	16	0	-8	-20	-6	-8	21	4	10
O=C(CCc1ccccc1)NC(=S)Nc1ccccc1[N+](=O)[O-]	-2	6	7	-4	-29	-19	-9	10	14	-21	-26
CSc1nnc(-c2cccs2)n1C	12	-5	15	-2	13	7	-3	-9	-7	-4	-40
COc1ccc(N2CC(C(=O)N/N=C/c3cccs3)CC2=O)cc1 (configuration not stated)	-3	3	12	-12	1	-1	-4	-12	-3	-2	3
COc1nnc(-c2ccc(C)cc2)c2ccccc12	-3	3	18	4	6	-38	-13	1	-1	21	1
Cn1c(CN2CCN(CC#N)CC2)c(C#N)c2ccccc21	-2	-23	11	16	14	4	5	-5	-8	21	6
CC(C)Sc1nnc(NC(=O)c2ccc3c(c2)OCO3)s1	8	-76	5	-29	-25	-10	12	-78	-9	-33	-75

# High-throughput results from PubChem.
